Compound activity: PubChem, several laboratories
TAAR1 agonist = human TAAR1 agonism; hit rate 0.99% among 360,000; activation, % at 3 µM; CHO RD-HGA16 TAAR1, Fluo-8 calcium fluorescence; vehicle wells 0%, saturating PEA agonist 100%; Q96RJ0;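 active = activation above the mean activation of all test compounds in the run plus 3 SD, cut at about 38% in these data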
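Test system: RD-HGA16 (CHO) cells co-expressing Gα16 and hTAAR1; dosing: one-point dosing at 3 µM (nominal); timing: 17-24 h seeding, 75 min 37 °C dye, 30 min RT; signal: kinetic Fluo-8 calcium fluorescence; read-out basis: % activation relative to PEA EC100 response; controls: DMSO and PEA EC100; replicates: n 1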
M5 antag = blocks acetylcholine activation of human M5 receptor; inhibition, % at 3 µM; hit rate 0.59% among 360,000; P08912; CHO-hM5 cells, Fluo-8 calcium fluorescence, ACh EC80;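 active = inhibition above a per-plate cutoff, the mean of that plate's test compounds plus 3 SD, cut at about 27% in these data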;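 also: 0% = acetylcholine EC80 with DMSO and 100% = DMSO without agonist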
Target sequence (P08912 whole entry, looked up): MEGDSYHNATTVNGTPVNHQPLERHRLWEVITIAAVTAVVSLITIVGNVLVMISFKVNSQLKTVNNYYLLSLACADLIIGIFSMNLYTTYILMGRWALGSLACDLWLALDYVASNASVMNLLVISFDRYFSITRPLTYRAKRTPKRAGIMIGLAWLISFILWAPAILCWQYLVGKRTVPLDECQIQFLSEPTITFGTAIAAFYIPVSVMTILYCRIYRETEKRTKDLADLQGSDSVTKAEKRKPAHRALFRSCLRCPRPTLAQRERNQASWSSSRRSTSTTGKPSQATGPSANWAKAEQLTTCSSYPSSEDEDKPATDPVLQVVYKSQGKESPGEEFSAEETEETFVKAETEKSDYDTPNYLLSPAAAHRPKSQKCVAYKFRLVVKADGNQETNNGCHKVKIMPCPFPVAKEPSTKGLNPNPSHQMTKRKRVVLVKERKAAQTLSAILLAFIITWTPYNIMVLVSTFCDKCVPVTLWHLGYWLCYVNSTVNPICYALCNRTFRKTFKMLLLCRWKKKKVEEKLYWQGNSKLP
M5 ag = agonists of human muscarinic M5 receptor (CHRM5); P08912; CHO-K1 hM5 cells, Fluo-8 calcium fluorescence; 0% DMSO wells, 100% maximal acetylcholine response; activation, % at 3 µM; hit rate 0.19% among 360,000; AID 624037;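 active = activation above the run's mean over test compounds plus 3 SD, cut at about 23% in these data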;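 also: signal is peak over basal fluorescence ratio across the kinetic read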
CHRM4 PAM = positive allosteric modulators of human muscarinic M4 receptor. P08173. activation, % at 3 µM. CHO-K1 hM4/Gqi5, Fluo-8 calcium fluorescence, ACh EC20; 0% = ACh EC20, 100% = maximal ACh. hit rate 0.4% among 360,000;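 active = activation above its plate's cutoff, the mean activation of sample wells plus 3 SD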; also: some results filed as inactive read as strong as hits
Target sequence (P08173 whole entry, looked up): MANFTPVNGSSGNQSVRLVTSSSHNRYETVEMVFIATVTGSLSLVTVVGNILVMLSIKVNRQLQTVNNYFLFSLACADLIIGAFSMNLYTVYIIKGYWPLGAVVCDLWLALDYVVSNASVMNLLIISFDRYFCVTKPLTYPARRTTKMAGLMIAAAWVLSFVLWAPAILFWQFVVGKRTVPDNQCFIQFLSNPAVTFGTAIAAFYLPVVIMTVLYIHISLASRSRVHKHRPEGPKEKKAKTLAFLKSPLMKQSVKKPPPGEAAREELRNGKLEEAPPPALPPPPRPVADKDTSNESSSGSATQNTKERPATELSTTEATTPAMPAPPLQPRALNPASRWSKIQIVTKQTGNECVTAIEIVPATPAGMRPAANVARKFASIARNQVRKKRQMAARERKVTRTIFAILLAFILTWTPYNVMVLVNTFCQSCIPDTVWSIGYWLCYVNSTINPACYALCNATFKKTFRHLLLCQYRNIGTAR
CRFR2-BP ag = agonists of human CRF-binding protein/CRF-R2 receptor complex. activation, % at 13.2 µM. hit rate 0.46% among 350,000. HEK293 CRF-R2/CRF-BP, calcium dye fluorescence (FLIPR); percent of saturating CRF peptide response;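 active = activation of at least 50%, plus an integration ratio under a set limit after plate pattern correction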;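 also: plate controls were neutral control wells without compound for no effect and CRF at EC100 for full effect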
TAAR1 antagonist = antagonists of human TAAR1. CHO RD-HGA16 TAAR1, Fluo-8 calcium fluorescence, antagonist. inhibition, % at 3 µM. hit rate 1.5% among 360,000. Q96RJ0. AID 624466;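 active = inhibition above a per-plate cutoff, the mean inhibition of test compounds on that plate plus 3 SD, cut at about 49% in these data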;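 also: 0% = DMSO plus EC80 beta-PEA response and 100% = DMSO alone without agonist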
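test system = CHO RD-HGA16 cells bearing hTAAR1 | replication = singlicate | controls = DMSO-only wells and EC80 β-PEA-stimulated wells | reagent = EC80 β-phenethylamine stimulus | read-out basis = percent inhibition of PEA-evoked calcium signal, max/basal emission ratio | schedule = seeding 17-24 h prior, 75-min 37 °C, 30-min RT dye loading | signal = kinetic Fluo-8 calcium fluorescence measurement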
CRFBP-R2 block = CRF-BP/CRF-R2 complex antagonism | inhibition, % at 11.8 µM | AID 588475 | HEK293 CRF-R2/CRF-BP, CRF-induced calcium fluorescence | hit rate 0.59% among 350,000;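 active = inhibition of the ligand-induced calcium signal above about 50% at the single tested concentration, limit read from the data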
CHRM5 PAM = positive allosteric modulators of human muscarinic M5 receptor. P08912. CHO-K1 hM5, Fluo-8 calcium, ACh EC20 PAM; 0% = ACh EC20, 100% = ACh EC100. AID 624038. activation, % at 3 µM. hit rate 0.3% among 360,000;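 active = activation above the run cutoff, the mean activation of all test compounds plus 3 SD, cut at about 18% in these data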
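Test system: CHO-K1 hM5 cells / Doses: single-point, 3 µM nominal / Times: Post-acetylcholine fluorescence recording 140 s / Technique: Fluo-8 calcium fluorescence / Measure: Max/basal fluorescence ratio as % of EC20–EC100 ACh window / Benchmarks: low control EC20 acetylcholine (0%), high control EC100 acetylcholine (100%) / Replicates: one well per compound, no replicates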
CHO-K1 Ca PAM = nonselective activator or artifact in parental CHO-K1 calcium assay; ATP EC20, Fluo-8 calcium fluorescence; 0% at ATP EC20, 100% at ATP max; activation, % at 3 µM; hit rate 0.02% among 360,000; AID 602247;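 active = activation above the run cutoff, the mean activation of all test compounds plus 3 SD, cut at about 40% in these data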;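 also: peak over basal fluorescence ratio in a 140 s read after ATP addition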
Numbers without * were called inactive; x = no result given.

SMILES	TAAR1 agonist	M5 antag	M5 ag	CHRM4 PAM	CRFR2-BP ag	TAAR1 antagonist	CRFBP-R2 block	CHRM5 PAM	CHO-K1 Ca PAM
O=C(Nc1cccc(S(=O)(=O)N2CCCCC2)c1)[C@@H]1CCCN1S(=O)(=O)c1ccccc1C(F)(F)F	6	9	-3	-2	2.5	40	-4	-20	3
O=C(COc1cccc(Cl)c1)Nc1nc(-c2ccc(S(=O)(=O)N3CCOCC3)cc2)cs1	14	10	-1	-17	6.8	42	-9	-11	9
COn1c(SCC(N)=O)nc2ccccc2c1=O	9	-1	1	6	-0.7	4	15	0	17
CCn1ccnc1CN(C)Cc1nc(CCC(C)C)no1	7	0	-8	-1	0.9	16	-11	6	-3
COC(=O)N/N=C\c1ccccc1OC/C=C/c1ccccc1	1	-26	5	-9	-1.7	-6	21	2	2
O=C(Nc1ccc(F)cc1)C(c1cc2ccccc2o1)N1CCN(C(=O)c2ccco2)CC1 (stereo not given)	9	2	8	1	x	-9	x	-2	x
CC(C)c1ccccc1NC(=S)NCc1ccncc1	1	4	-3	4	-0.9	-4	18	-2	6
O=C(/C=C/c1cccnc1)c1cc(F)ccc1O	1	4	0	-13	6.5	-17	-27	5	-2
CCCn1nc(C(=O)OCC(=O)Nc2cccc(S(N)(=O)=O)c2)c2ccccc2c1=O	1	-11	5	1	-1.4	-78	11	12	-1
CCCc1cc(C(=O)Cc2ccccn2)c(O)cc1O	2	4	0	-4	-2.6	-8	4	-1	3
CC1CCCC(NC(=O)Cc2ccc(Br)cc2)C1C (stereo not given)	3	-4	-5	14	-0.5	-1	-14	1	16
CC(C)(C)c1ccc(C(=O)OCC(=O)NCc2ccco2)cc1	2	8	3	-2	0.2	2	5	-1	5
COc1ccc(OC(C)C(=O)N2CCc3ccccc3C2)cc1 (stereo not given)	20	0	0	12	-1.8	-26	10	1	-7
COc1ccc(N2CCN(C(=O)CSc3nc4[nH]ncc4c(=O)n3-c3cccc4ccccc34)CC2)cc1	7	-9	-3	-6	0.0	3	7	-4	-10
Cc1ccc(CSC2=NCCN2C(=O)C2CC2)cc1	7	-1	-4	7	-0.1	9	-8	-4	8
COc1ccccc1NS(=O)(=O)/C=C/c1ccccc1	0	-1	-6	-1	-3.6	-16	-11	-4	-7
CC1CCCN(C(=O)Cn2nnc(-c3ccccc3F)n2)C1 (stereo not given)	4	-5	6	-5	-0.2	-19	-11	7	6
CC1(C(=O)NS(=O)(=O)c2ccccc2Cl)CCN1C(=O)C1CC1 (stereo not given)	2	1	1	6	x	0	x	0	15
COc1ccc(/C=C/C(=O)NC(=S)N2CCSCC2)cc1	0	5	-2	-1	1.9	7	-3	-3	9
CC(C)CCn1c(=O)c2ccccc2n2c(CCl)nnc12	1	-4	5	0	5.0	-11	-4	9	-4
CN(C)CCCN(C(=O)c1ccc(S(=O)(=O)N2CCc3ccccc32)cc1)c1nc2ccc(F)cc2s1	51*	1	-3	7	3.6	42	-11	-2	-2
NC(=O)C[n+]1cccc2ccccc21	0	-1	1	0	7.6	-28	5	-2	-6
O=C1Nc2ccccc2-c2nnnn2C1N1CCCCC1 (stereo not given)	0	-13	-3	0	x	8	x	10	x
Oc1[nH]c2ccccc2c1N=NC(=S)N1CCOCC1	x	14	-8	-8	1.0	x	-9	-15	-21
Cc1cccc(-c2nc(CN3CCCC(C(=O)NC4CCC(C)CC4)C3)c(C)o2)c1 (stereo not given)	2	-2	-1	0	-1.4	-10	-37	5	19
Continuation.
SMILES	TAAR1 agonist	M5 antag	M5 ag	CHRM4 PAM	CRFR2-BP ag	TAAR1 antagonist	CRFBP-R2 block	CHRM5 PAM	CHO-K1 Ca PAM
COc1cc2cc(CCOC(=O)c3ccc(C#N)cc3)oc(=O)c2cc1OC	14	21	-3	2	0.8	22	-2	0	-10
COc1ccc(-n2c(Cc3cccn3C)nnc2SCC(=O)Nc2nc(C)cs2)cc1	0	-1	-4	13	-3.2	-24	29	0	13
CC(C)CC(NC(=O)C1CCC(C)CC1)C(=O)Nc1ccccn1 (stereo not given)	4	-13	-7	0	-2.4	4	-33	-11	1
CCOC(=O)c1[nH]c2ccccc2c1NC(=O)CC(C)(C)C	1	2	1	2	1.3	-9	28	-5	22
CC(C)(C)Nc1c([N+](=O)[O-])c(=O)sc2ccccc12	8	-1	0	10	-1.0	-5	-47	4	18
CC(=O)c1cccc(NC(=O)N2CCCC2C(=O)NCc2ccc3c(c2)OCO3)c1 (stereo not given)	1	15	3	-7	-1.4	-7	15	-7	8
COc1ccccc1C(=O)Oc1cc(N)n(S(=O)(=O)c2ccccc2)n1	10	5	-2	-3	0.6	-1	7	8	-12
O=C(N=C1SC2CS(=O)(=O)CC2N1Cc1ccc(F)cc1)C1CCCO1 (stereo not given)	3	3	-5	-3	9.7	2	-2	-3	5
O=C(Nc1ccc(NC(=S)NC(=O)c2ccccc2Cl)cc1)c1cccc(Cl)c1	-1	-2	1	-6	0.4	3	8	0	9
O=C(Cc1ccc(Cl)cc1)NNc1c(F)c(F)cc(F)c1F	-1	2	-5	9	-2.3	10	-15	-5	-9
OC(CNC1Cc2ccccc2C1)COc1ccc(Cl)cc1 (stereo not given)	9	3	-9	-9	2.4	8	-7	0	-18
COc1ccc(-c2ccccc2)cc1NCc1ccc(OC)c(OC)c1	1	0	-2	9	-1.7	-22	0	1	24
CC(=O)Nc1cccc(NC(=O)C2CC3CCC2C3)c1 (stereo not given)	8	-3	2	2	-0.5	12	14	0	7
O=C(c1cccc(N2C(=O)C3C4C=CC(C4)C3C2=O)c1)N1CCCc2ccccc21 (stereo not given)	1	1	-1	3	-2.1	-7	-2	7	20
C#CCOCCOCCOCCNc1nc(N2CCN(C(=O)Cn3cc(CCCCN)nn3)CC2)nc(N2CCN(C(=O)[C@H](Cc3ccc(O)cc3)n3cc(CCO)nn3)CC2)n1	11	9	2	4	-1.2	-1	2	5	20
O=C(NCc1ccco1)c1cnc2n(c1=O)CCS2	5	-1	-3	13	-1.9	23	-16	-3	6
CC(C)(C)c1ccc(-c2noc(CCC(=O)NCC3CCCO3)n2)cc1 (stereo not given)	9	6	2	3	-5.6	-4	-12	-11	6
CCCN(C(=O)C1CC(=O)N(c2ccccc2C(C)CC)C1)C1CCS(=O)(=O)C1 (stereo not given)	2	4	-2	12	1.1	4	1	5	16
Cc1cccc(NC(=O)Nc2ccc(Oc3c(F)c(F)c(F)c(F)c3F)cc2)c1	12	10	1	0	-0.5	48	2	-11	-2
CCOc1ccc(Cc2nc(C)c(CC(=O)N3CCOCC3)c(=O)[nH]2)cc1	2	2	0	2	-0.3	-15	-1	-2	3
COc1ccccc1Cc1c(-c2ccc(F)cc2)nc2ccc(Br)cn12	1	4	0	7	x	7	x	-1	12
O=C(c1cc(-c2ccncc2)nc2c(Cl)cccc12)N1CCN(c2ccccc2F)CC1	4	-10	-1	-3	x	-21	x	1	4
O=[N+]([O-])c1ccc(O)c(NC(=S)Nc2ccccc2)c1	15	1	-12	0	-3.1	3	3	-2	14
O=C(NC1CCN(C(=O)NCc2ccccc2)CC1)c1cccc(F)c1	-1	-12	-1	3	0.6	-3	6	17	0
Cc1ccccc1NC(=O)c1sc(NC(=O)C2CC2)nc1C	13	1	3	4	-1.1	-7	-12	-3	-3

Sorted by formula weight (falling): part of the list above.
SMILES	TAAR1 agonist	M5 antag	M5 ag	CHRM4 PAM	CRFR2-BP ag	TAAR1 antagonist	CRFBP-R2 block	CHRM5 PAM	CHO-K1 Ca PAM
CN(C)CCCN(C(=O)c1ccc(S(=O)(=O)N2CCc3ccccc32)cc1)c1nc2ccc(F)cc2s1	51*	1	-3	7	3.6	42	-11	-2	-2
COc1ccc(-c2ccccc2)cc1NCc1ccc(OC)c(OC)c1	1	0	-2	9	-1.7	-22	0	1	24
CC(C)CCn1c(=O)c2ccccc2n2c(CCl)nnc12	1	-4	5	0	5.0	-11	-4	9	-4

Next structures
SMILES	TAAR1 agonist	M5 antag	M5 ag	CHRM4 PAM	CRFR2-BP ag	TAAR1 antagonist	CRFBP-R2 block	CHRM5 PAM	CHO-K1 Ca PAM
CC(=O)[C@@H]1[C@@H](C(=O)c2ccc(C)cc2)[C@]2(C(=O)Nc3ccccc32)[C@H]2C=Cc3cc(F)ccc3N12	0	-3	6	11	4.2	-1	-18	6	25
CCC(C)N(C(=O)COC(=O)/C=C/c1ccc(O)c(OC)c1)C1CCS(=O)(=O)C1 (stereo not given)	0	1	1	5	-0.4	-17	8	3	-9
CCCCN1CC(=O)N2[C@H]3c4ccc(OC)cc4OC[C@@H]3[C@H](c3ccccc3)[C@]2(C)C1=O	7	6	7	-2	0.5	-14	10	3	15
CN(C(=O)c1cccc(NC(=O)Cc2cccc(NC(=O)C3CCN(C(=O)CCc4ccccc4)CC3)c2)c1)C1CC1	2	-5	-3	-6	-2.9	-4	11	5	-1
CCc1cccc(OCCCCNCCOC)c1	3	-3	-3	-1	1.7	-4	-21	1	16
NNc1cc2c(nn1)CCN(C(=O)c1ccccc1)C2	2	4	-1	-6	23	15	-23	-7	1
CCc1ccc(C(C)NC(=O)C2CCCO2)cc1 (stereo not given)	6	2	6	-3	0.9	-1	-5	-4	6
O=C(Nc1ccc(Br)cc1)C(c1ccccc1)c1ccccc1	0	4	-4	2	1.6	2	21	-10	0
N#CC1(NC(=O)CSc2nnc(C3CC3)n2C2CC2)CCCCC1	1	0	-1	3	0.9	7	4	7	10
CC(C)C(NC(=O)c1ccc(F)cc1)C(=O)Nc1cccnc1 (stereo not given)	12	4	-3	10	-2.0	7	-5	-6	-1
COc1cc(S(=O)(=O)NCc2ccncc2)c(OC)cc1Cl	10	-17	0	16	-0.1	-10	8	5	21
CCN(CC)S(=O)(=O)c1ccc(N2CCOCC2)c(NC(=O)CC2OC(=O)c3ccccc32)c1 (stereo not given)	4	-4	-1	-11	0.1	-5	2	-3	-6
CC(=O)Oc1ccc(/C(C)=N/N2CCN(Cc3ccc(C)cc3)CC2)cc1	4	-5	0	-6	1.4	-7	0	-8	-2
CC1CCN(S(=O)(=O)N2CCC(C(=O)NC(C)c3ccccc3)CC2)CC1 (stereo not given)	4	4	3	-3	0.2	13	-5	-4	7
O=[N+]([O-])c1ccccc1/C=C/CN1CCSCC1	2	6	-21	-5	1.1	-11	14	-8	-7
O=c1oc(-c2cccc(Cl)c2)nc2c1cnn2-c1ccccc1	-2	-8	2	6	-0.4	6	-16	4	-8
COc1ccc(C2NC(=O)c3ccccc3O2)c(OC)c1OC (stereo not given)	9	-3	-2	-2	-0.2	2	2	-3	14
O=S(=O)(CCNCc1cccs1)c1ccc(Cl)cc1	4	9	-1	2	0.4	0	2	-3	0

Look-ups from the list:
Reading of `CCc1cccc(OCCCCNCCOC)c1` in TAAR1 agonist: 3
Reading of `O=[N+]([O-])c1ccccc1/C=C/CN1CCSCC1` in CHRM5 PAM: -8
